# ALDH1A1 inh – blocks purified human ALDH1A1 activity | Potency, µM (top dose mostly 75.3 µM), inactives show at the top dose activity, negative = inhibition, hits mostly inhibitors | P00352 | AID 1030 | Purified ALDH1A1, NADH fluorescence, propionaldehyde substrate | 220,000 tested, 7.3% active; active means well fitted inhibition curve with a large enough effect, not every such curve was filed as active; inconclusive means small, poorly fitted or top-dose-only effect, or another doubt; inactive means no such curve, though single readings can be large or run the other way;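 further: plate controls were no enzyme wells and a reference inhibitor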
# Target sequence (P00352 whole entry, looked up): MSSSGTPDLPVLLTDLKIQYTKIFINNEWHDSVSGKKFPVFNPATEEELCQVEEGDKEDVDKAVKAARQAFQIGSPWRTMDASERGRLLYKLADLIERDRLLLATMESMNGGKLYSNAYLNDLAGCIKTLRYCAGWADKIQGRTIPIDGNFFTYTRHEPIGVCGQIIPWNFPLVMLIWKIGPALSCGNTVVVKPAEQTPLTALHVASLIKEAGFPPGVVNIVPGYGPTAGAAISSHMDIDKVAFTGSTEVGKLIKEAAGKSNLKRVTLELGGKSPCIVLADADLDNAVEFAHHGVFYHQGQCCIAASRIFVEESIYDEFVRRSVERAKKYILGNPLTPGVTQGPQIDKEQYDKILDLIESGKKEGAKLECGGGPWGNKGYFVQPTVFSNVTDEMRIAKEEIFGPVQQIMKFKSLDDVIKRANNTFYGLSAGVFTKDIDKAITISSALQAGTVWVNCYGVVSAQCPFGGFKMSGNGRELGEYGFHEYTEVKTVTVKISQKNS
# aGal spleen mod – inhibitors or activators of human alpha-galactosidase in spleen homogenate; human spleen homogenate, 4MU-alpha-Gal fluorescence, 40 min; Potency, µM (titrated, usually from 80 µM), for inactives: top-dose activity change, negative = inhibition, hits mostly inhibitors; 240,000 tested, 0.008% active;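 further: 0% = enzyme with vehicle and -100% = no enzyme basal signal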
#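 Human spleen homogenate (1 ug) was the enzyme source, with 4-methylumbelliferyl-alpha-D-galactopyranoside (1 mM final) in pH 5.0 citrate buffer with 0.01% Tween-20. Compounds were titrated; after 40 min at 37C, NaOH/glycine stop, 4-MU fluorescence read; AC50 from Hill fits.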
# NPSR antag – neuropeptide S receptor (human) antagonism, cAMP; 220,000 tested, 1% active; Potency, µM (highest dose often 38.3 µM), inactives show top-dose activity change, negative = inhibition, actives largely listed as inhibitors; CHO-NPSR cells, cAMP TR-FRET, antagonist mode; AID 1461; Q6W5P4; further: on the % scale 0 is the no-effect control and ±100 the full control effect; nearly all actives have a fitted effect of over 50% in size; many of its hits are not listed in these tables
# Target sequence (Q6W5P4 whole entry, looked up): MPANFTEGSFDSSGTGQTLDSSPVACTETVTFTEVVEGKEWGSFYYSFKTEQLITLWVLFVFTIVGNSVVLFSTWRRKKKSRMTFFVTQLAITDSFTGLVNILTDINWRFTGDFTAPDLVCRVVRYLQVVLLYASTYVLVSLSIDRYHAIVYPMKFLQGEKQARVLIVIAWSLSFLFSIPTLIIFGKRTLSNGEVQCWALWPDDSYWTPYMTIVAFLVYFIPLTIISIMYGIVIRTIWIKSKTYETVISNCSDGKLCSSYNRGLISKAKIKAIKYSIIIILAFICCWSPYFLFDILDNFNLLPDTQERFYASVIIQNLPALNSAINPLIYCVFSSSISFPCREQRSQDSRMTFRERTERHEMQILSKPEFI
# Tau fluor cs – counter-screen for tau fibril formation inhibitors | tau K18 P301L (four-repeat tau fragment) Alexa594 fluorescence, heparin fibrillization | Potency, µM (highest dose often 57.7 µM), inactives show at the highest dose activity change, negative = decrease | 280,000 tested, 0.93% active | AID 1463; further: on the % scale 0 is the no-effect control and ±100 the full control effect; nearly all actives have a fitted effect of over 55% in size
#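 Human K18 P301L tau (15 uM unlabeled plus 0.24 uM Alexa 594-labeled, final) in 100 mM sodium acetate pH 7 was mixed with compound and 20 uM heparin and incubated 6 hr at 37 C.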
# Epigenetic reg – regulators of epigenetic silencing causing reporter derepression in mouse cells; murine LDR cells, GFP reporter derepression, 30 h; Potency, µM (series often up to 53.9 µM), inactives show top-dose GFP activation, most hits filed as activators; 280,000 tested, 0.2% active; AID 1865; further: % of control where 0% means no effect; nearly all actives have a fitted effect of over 60% in size
#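 Murine LDR cells bearing a silenced CMV-driven GFP reporter were exposed to compound for 30 h at 37 C. After PBS washes, GFP-positive cells (20-120 um objects) counted by laser-scanning microplate cytometry.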
# GAA inh – alpha-glucosidase (human) inhibition; purified human GAA, 4-MU-alpha-glucoside fluorescence; Potency, µM (series often up to 76.9 µM), inactives show top-dose activity change, negative = inhibition, most hits filed as inhibitors; 200,000 tested, 0.005% active;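 further: plate controls were uninhibited enzyme wells for no effect and no-enzyme background for full effect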
#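 AC50 values come from Hill fits of compound titrations (up to 77 uM) against 4 nM human enzyme. Substrate 4-methylumbelliferyl-alpha-D-pyranoside at 400 uM, pH 5.0 citrate buffer, 20 min room temperature; fluorescence Ex 365/Em 440 after alkaline stop.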
# aGlu spleen mod – inhibitors or activators of human alpha-glucosidase in spleen homogenate; P10253; human spleen homogenate, 4-MU-alpha-glucoside fluorescence; Potency, µM (highest dose often 79.9 µM), without a hit: top-dose activity change, negative = inhibition, hits mostly inhibitors; 240,000 tested, 0.006% active;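 further: 0% = enzyme with vehicle and -100% = no enzyme basal signal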
#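 Human spleen homogenate (1 ug) with 4-methylumbelliferyl-alpha-D-glucopyranoside (1 mM final) in 50 mM citrate/phosphate pH 5.0, 0.01% Tween-20; 40 min at 37 C. Stopped at pH 10; 4-MU fluorescence Ex 365/Em 440 nm; AC50 by Hill fit.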
# GAA glycogen – GAA glycogen-cleavage inhibition or activation; P10253; recombinant GAA, glycogen substrate, Amplex Red glucose oxidase fluorescence; Potency, µM (top dose mostly 76.4 µM), for inactives: top-dose activity change, negative = inhibition, hits mostly inhibitors; 300,000 tested, 0.38% active;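 further: 0% = full enzyme reaction and -100% = no-enzyme basal signal; the screen sought inhibitors and activators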
#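 Natural-substrate format: glycogen cleavage by 4 nM human enzyme, glucose read by Amplex Red coupling (Ex 573, Em 610 nm). Normalized to enzyme and no-enzyme controls.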
# An asterisk follows results filed as active; ? = inconclusive; . = not tested or not shown; [ ] = dose if it differs, or a comment. Unless noted, the call rests on the fitted dose curve; in most records, active means well fitted curve in the direction sought with a large enough effect; inconclusive means small, poorly fitted or top-dose-only effect, or another doubt; inactive means no such curve, though single readings can be large; an effect the other way counts as inactive or inconclusive. Potency means the concentration at half of the fitted maximal effect.
# Sequence of screens: ALDH1A1 inh, aGal spleen mod, NPSR antag, Tau fluor cs, Epigenetic reg, GAA inh, aGlu spleen mod, GAA glycogen
COc1cc(OC)c(N(C)S(=O)(=O)c2cccc(C(=O)Nc3nnc(C4CC4)s3)c2)cc1Cl
    ., 5%, -44%, -21%, ?, ., 7%, 3%
Cc1nn(CC(N)=O)c(=O)c2ccccc12
    4%, 3%, 0%[7.67 µM], -3%, 5.2%, 1%, -2%, 1%
CCOCCCNS(=O)(=O)c1ccccc1
    3%, 1%, -9%[46.1 µM], -3%, 3.0%, -1%, -3%, 4%
O=C(CSc1nccc(=O)[nH]1)N1CCc2ccccc2C1
    7%, -4%, -4%[46.1 µM], -9%, -5.6%, -2%, 10%, 3%
CC(C)Cn1cc(Cl)c(=O)n(CC(C)C)c1=O
    -9%, -2%, -6%, -8%, -0.3%, 12%, 3%, 13%
Cc1cc(C(F)F)nn1CC(=O)NC1C(=O)N2C(C(=O)O)=C(CSc3nnnn3C)CSC12 (stereo unspecified)
    -11%, 4%, 7%, 4%, -0.3%, -6%, -1%, 1%
CCOc1cc(/C=N/Nc2nncc(-c3ccccc3)n2)ccc1O
    ?, -1%, -9%, ?, -3.6%, -13%, 0%, 4%
CS(=O)(=O)c1ccc(N)cc1
    -1%, 3%, 5%[46.1 µM], 3%, 0.0%, -7%, 3%, 2%
Nc1nc(Cl)cc(NCCc2ccccc2)n1
    2%, -2%, -3%, -4%, 2.2%, 14%, 7%, 4%
c1ccc(-c2nc3cnccn3c2Nc2ccc3c(c2)OCCO3)cc1
    0%, -1%, -9%[46.1 µM], -26%, 0.0%, -4%, -1%, ?
C/C(CC(O)c1ccc2ccccc2n1)=N/O (stereo unspecified)
    21%, 2%, -7%[46.1 µM], 1%, 1.6%, 1%, -3%, 3%
O=C(On1c(-c2ccccc2)nc2ccccc2c1=O)c1ccco1
    8.9µM*, 3%, -3%[46.1 µM], 4%, -0.7%, -2%, 8%, 24%
CCSc1nnc(NC(=O)C2CC2c2ccccc2)s1 (stereo unspecified)
    12%, 4%, -3%, -3%, -3.8%, -4%, -6%, -3%
COc1cc(C(CCN2CCOCC2)c2c(OC)cc(OC)c3ccc(=O)oc23)cc(OC)c1OC (stereo unspecified)
    -8%, 2%, ., ?, 3.2%, ., -9%, .
COc1ccc(CCNc2oc(COc3ccc(F)cc3)nc2C#N)cc1
    -4%, -1%, ?, ?, -0.2%, -3%, -4%, -23%
O=C(CCCc1nc2ccccc2s1)NCc1ccccc1
    10%, 0%, -4%, 5%, -1.0%, -1%, 0%, 1%
COc1ccc(OCCCC(=O)N2CCCc3ccccc32)cc1
    -5%, -8%, -19%[46.1 µM], -12%, -1.0%, 5%, -11%, 0%
O=[N+]([O-])c1ccccc1-c1nc(-c2ccc(Br)o2)no1
    ?, 8%, -2%, ?, 0.0%, 1%, -8%, 15%
O=C(O)c1ccc(Cl)c2c1C1C=CCC1C(c1ccccn1)N2 (stereo unspecified)
    ?, -1%, 8%[46.1 µM], 14µM*[quencher], -0.1%, -3%, 0%, 6%
CC(OC(=O)c1nc(-c2ccccc2)n(-c2ccccc2)n1)C(=O)Nc1cc(Cl)cc(Cl)c1 (stereo unspecified)
    4%, -2%, -15%, 4%, 0.0%, 3%, 0%, -6%
CCN1C(C#N)=C(C#N)N=C(C)CC1(C)C
    ?, -2%, 10%, 1%, 1.1%, -2%, -3%, -11%
O=C(/C=C/c1ccc(S(=O)(=O)N2CCOCC2)cc1)N1CCN(c2ccccc2)CC1
    -10%, 2%, -10%, 9%, 3.1%, -1%, 1%, -6%
COc1ccc(OCc2cccc(C(=O)N3CCCC3)c2)cc1
    ?, -2%, -8%[46.1 µM], -5%, -1.1%, -9%, -2%, -5%
Nc1n[nH]c(-c2ccccc2)c1-c1ccccc1
    7%, -20%, ?, -12%, 2.5%, -5%, -14%, -4%
CCCC(=O)Nc1sc(C(=O)OC)c(C)c1C(N)=O
    -12%, -8%, -7%[46.1 µM], ?, -3.0%, -6%, 4%, -2%
CCOC(=O)N1CCC(NC(=O)C2CCN(c3ccc(N4CCOCC4)nn3)CC2)CC1
    ?, 8%, -23%[46.1 µM], -2%, -1.1%, -1%, -2%, ?
CCCCCC(=O)Nc1nc(C)c(-c2csc(Nc3ccccc3OCC)n2)s1
    ?, 5%, -12%[46.1 µM], ?, -1.1%, -2%, 0%, 0%
CN(C)c1ccc(C(=O)c2ccccc2C(=O)O)cc1[N+](=O)[O-]
    8%, ?, 2%, 3%, -0.5%, -10%, -9%, -9%
COc1cccc(/C=N/NC(=O)Cn2nc([N+](=O)[O-])cc2C)c1
    ., 1%, -15%, 2%, 2.0%, ., -22%, -6%
COc1ccc(OC)c(-c2nc(C)sc2CC(=O)O)c1
    -4%, 3%, -9%[46.1 µM], 4%, -1.0%, -2%, 4%, 3%

# Just Tau fluor cs, for some of the entries so far:
structure	Tau fluor cs
COc1cc(C(CCN2CCOCC2)c2c(OC)cc(OC)c3ccc(=O)oc23)cc(OC)c1OC (stereo unspecified)	?
COc1ccc(CCNc2oc(COc3ccc(F)cc3)nc2C#N)cc1	?

# Continuation:
# Sequence of screens: ALDH1A1 inh, aGal spleen mod, NPSR antag, Tau fluor cs, Epigenetic reg, GAA inh, aGlu spleen mod, GAA glycogen
COc1cccc(OCc2nc(-c3ccc(Br)o3)no2)c1
    ?, -5%, -6%, -19%, -0.1%, 7%, 0%, -6%
O=[N+]([O-])c1cc([N+](=O)[O-])c2cccnc2c1O
    25µM*, -5%, -20%, -21%, 1.1%, ?, -8%, 3%
COc1ccc(-c2nnc(SCC(=O)NC(C)C)n2CC2CCCO2)cc1OC (stereo unspecified)
    -6%, -2%, -15%[46.1 µM], 13%, -2.3%, -11%, 4%, 14%
CCN(c1ccccc1)S(=O)(=O)c1ccc(Oc2ccc(-n3ccnc3)cc2)nc1
    -12%, 1%, 7%[46.1 µM], -10%, -2.2%, -14%, 0%, -2%
COc1c(N2CCN(C(=S)NC3CC4CCC3C4)C(C)C2)c(F)cc2c(=O)c(C(=O)O)cn(C3CC3)c12 (stereo unspecified)
    ., -3%, -53%, 4%, -1.9%, ., -1%, -2%
COCCNC(=O)COC(=O)/C=C/c1cnc2ccccc2n1
    -8%, 3%, -11%[46.1 µM], 4%, -1.9%, 6%, -9%, 5%
Cn1c(CO)cnc1SCc1ccc([N+](=O)[O-])cc1
    28µM*, 6%, -6%[46.1 µM], -4%, -2.4%, 1%, -10%, 2%
CCNc1nc(NCC)n2c(SCC(=O)NCC3CCCCC3)nnc2n1
    10%, -20%, 24%, 2%, 0.0%, 1%, -8%, 8%
CC1CN(C(=O)Nc2ccc(Br)cc2Cl)CC(C)O1 (stereo unspecified)
    1%, -2%, 26%, -2%, 0.0%, 3%, -2%, -16%
Cc1ccc(C)c(OCCN2C(=O)NC3(CCc4ccccc4C3)C2=O)c1 (stereo unspecified)
    ?, 0%, -15%, -13%, -3.0%, -14%, 0%, -5%
O=C(/C=C\C=C/c1ccc2c(c1)OCO2)N1CCCCC1
    ?, 4%[29.1 µM], ., ., 1.1%[16.9 µM], ., 0%[29.1 µM], .
O=C(CSc1nc2c(c(C(F)(F)F)n1)CCc1ccccc1-2)NCc1ccco1
    ?, 3%, -24%[46.1 µM], -9%, 2.0%, -2%, -1%, 6%
Cc1c(C(=O)N/N=C/c2ccc(Cl)cc2)[nH]c2ccc(Cl)cc12
    1%, -7%, -14%, ?, 0.0%, -6%, 1%, 16%
CC(C)n1c(SCC(=O)Nc2ccccc2)nc2c1c(=O)n(C)c(=O)n2C
    1%, 17%, -5%[46.1 µM], -11%, 0.2%, -1%, -3%, -1%
CC(=O)Nc1ccc(C(O)(C(F)(F)F)C(F)(F)F)cc1
    -6%, -9%, 14%, 2%, 5.3%, -2%, -1%, 4%
Cc1cc(C)nc(NS(=O)(=O)c2ccccc2)n1
    8%, 5%, 1%[46.1 µM], 6%, -1.9%, 6%, -4%, 6%
CCCCNC(=O)OCC(CC)NC(=O)OCC(C)C (stereo unspecified)
    4%, -2%, -5%[46.1 µM], -4%, -1.1%, -4%, -6%, 2%
O=C(OCn1nnc2ccccc2c1=O)c1cc2ccccc2o1
    ., -5%, 16%, -20%, 1.1%, ., -4%, -1%
CC1(C)NC(=O)N(CCOc2cccc(Oc3ccccc3)c2)C1=O
    -12%, 7%, -19%[46.1 µM], -3%, -1.4%, -15%, -13%, -1%
O=C(c1ccccc1)C1CCN(CC(=O)N2CCN(c3ccccc3)CC2)CC1
    -6%, -5%, 6%, 3%, 2.3%, 8%, -2%, 7%
Cc1nc2ccccc2c2oc(C(=O)NCCN3CCN(C)CC3)cc12
    8%, 1%, 4%[46.1 µM], 2%, 1.7%, -1%[15.4 µM], 4%, 7%
CCOC(=O)CSc1nnc([C@@H](NC(=O)OC(C)(C)C)C(C)C)o1
    5%, -15%, 2%[46.1 µM], 2%, 0.0%, -2%, -21%, 2%
O=c1[nH]cc(C(F)(F)F)cc1NS(=O)(=O)c1ccc([N+](=O)[O-])cc1
    12%, 8%, -12%, -1%, 2.7%, -1%, 1%, 0%
CCOC(=O)C1(Cc2ccc(OC)cc2)CCN(C(=O)c2ccc3[nH]ccc3c2)CC1
    -14%, -3%, 51%, -11%, 0.0%, ?, -2%, -2%
C=C(C)C(=O)N1CC2(CC(c3cccc(NC(=O)/C=C\C)c3)=NO2)C[C@H]1C(N)=O (stereo partly specified)
    ., -2%, 20%, 1%, 0.4%, ., 1%, 9%
CC(=O)NC1=C(N(C)C2CCS(=O)(=O)C2)C(=O)c2ccccc2C1=O (stereo unspecified)
    ?, 0%, -59%, -22%, -1.9%, -3%, -2%, 0%
S=c1nc(-c2ccccc2)[nH]n1-c1ccccc1
    ?, -6%, 0%[46.1 µM], -5%, -1.1%, -1%, -18%, -11%
Cc1cc(/C=C2/C(=N)N3C(c4ccccc4)=CSC3=NC2=O)c(C)n1-c1ccccc1
    1%, -2%, 15%, -18%, 15%, -5%, -7%, 5%
COc1ccc(NC(=S)NC(=O)c2csnn2)cc1
    1%, 6%, -10%, -10%, -0.1%, ., 1%, -14%

# Structural class, those above containing a cyano group.
# Sequence of screens: ALDH1A1 inh, aGal spleen mod, NPSR antag, Tau fluor cs, Epigenetic reg, GAA inh, aGlu spleen mod, GAA glycogen
COc1ccc(CCNc2oc(COc3ccc(F)cc3)nc2C#N)cc1
    -4%, -1%, ?, ?, -0.2%, -3%, -4%, -23%
CCN1C(C#N)=C(C#N)N=C(C)CC1(C)C
    ?, -2%, 10%, 1%, 1.1%, -2%, -3%, -11%

# Source: PubChem

# The list is partial (hit frequency here may not be typical).
